Screening data deposited in PubChem by Southern Research Specialized Biocontainment Screening Center.
H1N1 NS1A inhibition – NS1A inhibition, H1N1 influenza, cell based functional assay (AID 504329); NS1A functional cell-based assay, percent inhibition; higher % means a stronger effect; inhibition, % at 12.5 µM; hits with a dose series show IC50 in µM; hit rate 0.3% among 340,000; in the data active = a potency from the dose series; inconclusive = inhibition above about 27% without an active follow-up result; also: strong numbers were not always called active
Salmonella PhoP GFP – PhoP regulon inhibitors, Salmonella typhi PhoP promoter GFP reporter, confirmatory (AID 1850); Salmonella Typhi PhoP-promoter GFP reporter, fluorescence, 4 h; higher % means a stronger effect; one-dose inhibition, % at 50 µM; IC50 in µM for titrated hits; hit rate 0.33% among 310,000; in the data active = a potency from the dose series; inconclusive = inhibition mostly from about 25% at the one dose, without a potency; inactive = the rest, 99 in 100 with inhibition below about 19%;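 also: 0% = induced wells with vehicle and 100% = uninduced wells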
M. tuberculosis HTS – M. tuberculosis growth inhibition, HTS (AID 449762). inhibition, % at 25 µM, or IC50 in µM where a hit was titrated. hit rate 0.59% among 330,000. M. tuberculosis H37Rv growth inhibition, 7H9 media; higher % means a stronger effect; in the data active = a potency from the dose series; inconclusive = inhibition above about 70% without an active follow-up result;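 also: bacterial growth assessed after seven days of incubation; strong numbers were not always called active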
M. tuberculosis – growth inhibition of non-replicating M. tuberculosis (AID 488890) | Mycobacterium tuberculosis non-replicating, growth inhibition; higher % means a stronger effect | one-dose inhibition, % at 25 µM; IC50 in µM for titrated hits | hit rate 0.39% among 320,000; in the data active = a potency from the dose series; inconclusive = inhibition mostly from about 82% at the one dose, without a potency; inactive = the rest, 99 in 100 with inhibition below about 76%;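 also: plate controls were DMSO cells for no effect and high antibiotic wells for full effect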
inhibitors of VEEV – inhibitors of VEEV TC-83 cytopathic effect, confirmation, Vero cells (AID 588727); Vero cells, VEEV TC-83 cytopathic effect inhibition; higher % means a stronger effect; inhibition, % at 20 µM; hits with a dose series show IC50 in µM; hit rate 0.13% among 350,000; in the data active = a potency from the dose series; inconclusive = inhibition mostly from about 14% at the one dose, without a potency; inactive = the rest, 99 in 100 with inhibition below about 12%; also: strong numbers were not always called active
The depositor's hits bear a star; i = inactive; ? = inconclusive; nt = not tested or not shown; & = joins results of further samples.

SMILES | H1N1 NS1A inhibition | Salmonella PhoP GFP | M. tuberculosis HTS | M. tuberculosis | inhibitors of VEEV
CCn1c(=O)cc(SCC(=O)NCc2ccc(C)o2)c2ccccc21 | -2% | 3% | 6% | 2% | 7.1%
CC1=CC(c2ccccc2)n2nnnc2N1 (centres undefined) | -1% | -4% | -5% | -1% | 0.3%
O=C(/C=C/c1ccccc1[N+](=O)[O-])N1CCN(c2ccccc2F)CC1 | 2% | -6% | 1% | 5% | i
CCC1=NN(C(=O)CCc2ccccc2)C(O)(C(F)(F)F)C1 (centres undefined) | 1% | -6% | 5% | 41% | i
COc1cc2ccccc2cc1C(=O)N/N=C/c1ccc2c(c1)OCO2 | 10% | 0% | 57% | 30% | 9.0%
O=c1c2c(nc3c(-c4ccc(Cl)cc4)c[nH]n13)CCCC2 | -3% | 2% | ? | ? | i
O=C(NCc1ccccc1)c1cncc(Br)c1 | 0% | -8% | 6% | 31% | 1.5%
CN(C)S(=O)(=O)c1ccc(Cl)c(NC(=O)COC(=O)CCSc2ccccc2)c1 | -11% | -3% | 6% | 10% | 0.6%
O=C(NCc1ccccn1)c1cccc(S(=O)(=O)Nc2ccc(SC(F)F)cc2)c1 | -14% | 5% | 8% | 5% | 3.0%
Clc1ccc(CSc2snnc2-c2ccccc2)c(Cl)c1 | -1% | -6% | 6% | 8% | i
OC(c1ccccn1)C(O)c1ccccn1 (centres undefined) | 0% | nt | nt | nt | 0.3%
CC(NC(=O)CSc1ncccn1)c1ccc2c(c1)OCO2 (centres undefined) | -1% | nt | 4% | 13% | 0.2%
Cc1ccccc1-n1nnnc1SCC(=O)c1c(N)n(C)c(=O)n(C)c1=O | -9% | -55% | -8% | 0% | i
Cc1ccc(C(=O)C(C)OC(=O)C2CC(=O)N(C3CCCCC3)C2)cc1 (centres undefined) | -4% | 3% | -10% | 8% | 2.4%
CCCOc1ccc(C(=O)c2nc3c(n2O)CCCC3)cc1 | -12% | 11% | ? | 32% | 0.6%
Brc1cccc(-c2nnc3n2CCC3)c1 | 2% | 5% | 9% | 0% | 0.4%
Cc1cc(C(=O)N/N=C/c2ccc3ccccc3c2)n[nH]1 | 6% | -4% | -11% | -9% | 0.8%
CC(=O)N1CCN(Cc2nc3cc(NC(=O)Cn4nc(C)c5ccccc5c4=O)ccc3n2C)CC1 | 2% | 9% | 2% | -3% | 1.4%
NS(=O)(=O)c1ccc(NNC(=O)c2sccc2Cl)cc1 | -13% | 8% | -4% | -13% | 0.4%
COc1cc(C)c(NC(=S)Nc2cccc(Cl)c2)cc1OC | 11% | 12% | -6% | 55% | 2.1%
CCCS(=O)(=O)c1c(S(=O)(=O)CCC)c2c(C(N)=O)cccn2c1C(=O)c1ccc(F)cc1 | -5% | -3% | -1% | -7% | 2.4%
COc1ccc(OC)c(N(CC(=O)Nc2ccccc2)S(C)(=O)=O)c1 | -7% | -4% | -1% | 75% | 0.7%
COc1cccc(CN2CC(C(=O)N3CCCCCCC3)CCC2=O)c1 (centres undefined) | -5% | -1% | 0% | 1% | 1.4%
O=C1NC(=O)N2CCSC2(Cc2ccccc2)N1 (centres undefined) | 8% | nt | nt | nt | i
O=C(CO/N=C/c1cccc([N+](=O)[O-])c1)NC1CCCCCC1 | 27% | -6% | 0% | 21% | 0.8%
SMILES | H1N1 NS1A inhibition | Salmonella PhoP GFP | M. tuberculosis HTS | M. tuberculosis | inhibitors of VEEV
CCS(=O)(=O)n1nc(-c2ccco2)nc1N | 2% | 1% | -5% | -9% | 0.3%
CC(=O)NS(=O)(=O)c1ccc(NC(=O)CSc2ccccc2)cc1 | -15% | 1% | 1% | 2% | 4.9%
CCCCNc1nc2ccccc2nc1NS(=O)(=O)c1ccc(F)cc1 | -12% | -15% | -5% | 9% | 0.3%
Cc1cc(C)cc(N2C(=O)CN(Cc3ccccc3)C2=S)c1 | -10% | 8% | 1% | 3% | 0.7%
CC(Oc1ccc(Cl)cc1)/C(N)=N/O (centres undefined) | 5% | 7% | -1% | 0% | i
CC(=O)N(CCc1ccccc1C)Cc1cc2cc3c(cc2[nH]c1=O)OCO3 | -20% | -14% | 1% | 11% | 3.2%
CC1CN(C(=O)N2c3ccccc3Sc3ccccc32)C(C)CC1=O (centres undefined) | 0% | 3% | 3% | 23% | 3.6%
COc1ccc(Cl)cc1NC(=O)COC(=O)Cc1cc(OC)c(OC)c(OC)c1 | -1% | nt | -2% | 50% | 5.5%
COC(=O)c1cccc(OCC(O)Cn2cnc3cc(C)c(C)cc32)c1 (centres undefined) | -3% | -13% | 15% | 22% | 0.8%
CCOCCCn1c(=S)[nH]c2cc(C(=O)NC3CCCCC3C)ccc2c1=O (centres undefined) | -9% | -16% | 0% | 1% | i
O=C(Nc1nnc(-c2cccs2)o1)c1cccc(Oc2ccccc2)c1 | 19% | 61µM* | ? | nt | 9.4%
CC(=O)Nc1ccc(OCCC[n+]2ccccc2)cc1 | -1% | -6% | -5% | 2% | 1.0%
COc1ccc(C2N3CC(C)(C)CN23)cc1 (centres undefined) | nt | -3% | 3% | -4% | nt
O=[N+]([O-])c1ccc(O)c(Nc2ncnc3ccc(Br)cc23)c1 | -4% | 8% | -3% | 34% | 0.1%
CCCCCc1ccc(-c2cn(Cc3cccc(OC)c3)nn2)cc1 | -14% | -31% | 21µM* | 74% | i
Cc1nn2c(-c3cccc(NC(=O)CSc4nc5ccccc5o4)c3)nnc2c2ccccc12 | 0% | 8% | 12% | -14% | ?
Cc1ccccc1S(=O)(=O)Cc1ccc(C(=O)NCCN2CCCCC2C)o1 (centres undefined) | -8% | 0% | -3% | 7% | i
C#CCNC(=O)C1=C[C@@H](c2ccc(C#C)cc2)[C@H](CCCO)[C@@H](OCC)O1 | -6% | -6% | -4% | -5% | 8.7%
O=C(c1cnn2c(C(F)(F)F)cc(-c3cccs3)nc12)N1CCN(C(c2ccccc2)c2ccccc2)CC1 | 0% | -2% | 40% | 45% | 6.2%
O=C(CCc1nc2ccccc2s1)NCc1ccccc1F | 0% | 1% | 7% | 28% | i
COc1ccc(OCCCN2CCc3ccccc3C2)cc1 | -9% | -2% | 1% | nt | i
CN(C)/C=C1\N=C(c2ccccc2)OC1=O | -5% | -3% | -2% | 9% | 0.6%
CC(=O)N(c1c(C)n(C)n(-c2ccccc2)c1=O)C1(C(=O)NC2CCCC2)CCCCC1 | 9% | -3% | 3% | 3% | 1.2%
COCCc1nc2ccc(C(=O)N3CCCC(CCCO)C3)cc2o1 (centres undefined) | 2% | 3% | -5% | -2% | 13%
CCSc1nnc2c(n1)OC(C)(C)Nc1ccccc1-2 | -3% | 3% | 10% | -5% | 0.8%

Given with tabs: entries from further up
structure	H1N1 NS1A inhibition	Salmonella PhoP GFP	M. tuberculosis HTS	M. tuberculosis	inhibitors of VEEV
Cc1cc(C(=O)N/N=C/c2ccc3ccccc3c2)n[nH]1	6%	-4%	-11%	-9%	0.8%
COC(=O)c1cccc(OCC(O)Cn2cnc3cc(C)c(C)cc32)c1 (centres undefined)	-3%	-13%	15%	22%	0.8%
COc1ccc(Cl)cc1NC(=O)COC(=O)Cc1cc(OC)c(OC)c(OC)c1	-1%	nt	-2%	50%	5.5%
CCCCCc1ccc(-c2cn(Cc3cccc(OC)c3)nn2)cc1	-14%	-31%	21µM*	74%	i
O=C(NCc1ccccc1)c1cncc(Br)c1	0%	-8%	6%	31%	1.5%

(more compounds)
SMILES | H1N1 NS1A inhibition | Salmonella PhoP GFP | M. tuberculosis HTS | M. tuberculosis | inhibitors of VEEV
CCc1cc2ccc(C)cc2nc1SCC(=O)Nc1cc(C)on1 | 8% | 0% | 2% | 4% | i
CC(C)(C)c1ccc(CN2C(=O)CN=C(c3ccccc3)c3ccccc32)cc1 | 8% | -5% | -6% | 18% | 6.8%
COc1ccc(NC(=O)CCNC(=O)c2ccco2)c(OC)c1 | -9% | 5% | -3% | -4% | 0.9%
O=C(Nc1cccc(C(F)(F)F)c1)c1csc(-c2ccncc2)n1 | -13% | -3% | 67% | 67% | 1.1%
COCCn1c(N)c(Sc2ccc(Cl)cc2)c(=O)[nH]c1=O | -5% | 6% | 6% | -8% | 0.9%
CCCCC1=CC2=C(c3ccco3)C(=O)C(C)(OC(=O)c3ccc(OC)cc3)C(=O)C2=CN1CCc1ccccn1 (centres undefined) | 4% | 0% | 0% | 59% | 0.7%
COc1ccc2[nH]c(=O)c(CNc3ccccc3OC)cc2c1 | 22% | -1% | 1% | 39% | 2.8%
CSc1ccc(N2CCN(CCCNC(=O)Nc3ccccc3F)CC2)cc1 | 7% | -5% | ? | 35% | i
CCOc1ccccc1N1CCN(C(=O)c2cc3cc(OC)ccc3[nH]2)CC1 | 3% | 0% | 8% | 2% | 1.7%
O=C(CCCN1C(=O)c2ccccc2C1=O)Nc1ccc2c(c1)OCCO2 | 1% | -6% | -4% | -7% | 0.7%
Clc1ccc(C[n+]2csc3ccccc32)cc1 | -7% | -15% | -1% | 43% | 6.7%
CCOC(=O)C1(Cc2cccc(OC)c2)CCN(Cc2ccc(C)s2)CC1 | 4% | -3% | 21% | 15% | i
COc1ccc(N2C(=O)c3ccc(C(=O)OC(C)C)cc3C2=O)cc1 | 23% | 4% | 8% | -3% | 0.2%
CCN(CC)CC(=O)N1c2ccccc2Sc2ccccc21 | -6% | 3% | -5% | -11% | 1.3%
O=C(CN1CCCC1)Nc1ccccc1C(=O)c1ccccc1 | -12% | 3% | -6% | 3% | 6.8%
CCc1nnc2sc(-c3cc(-c4ccccc4)nc4ccccc34)nn12 | 10% | -11% | 58% | -3% | 2.2%
O=C(Cn1ncc2ccccc21)N1CCC2(CC1)OCCO2 | -6% | 2% | -8% | -14% | 0.3%
Cc1[nH]n(-c2cccc3ccccc23)c(=O)c1/C=N/NC(=O)c1cccc([N+](=O)[O-])c1 | -11% | -2% | -1% | 56% | 9.4%
O=C(c1ccc(Br)c(S(=O)(=O)N2CCCCC2)c1)N1CCCCC1 | -9% | -9% | 0% | 7% | 0.4%
CCC(=O)Oc1ccc(/C(CC)=C(\CC)c2ccc(OC(=O)CC)cc2)cc1 | 2% | -2%&1% | ? | 19% | 4.7%
CCNC(=S)Nc1ccc(Cc2nc3ccccc3[nH]2)cc1 | -3% | 1% | -9% | 32% | 0.9%
O=c1[nH]c(/C=C/c2ccccn2)nc2ccccc12 | 7% | -6% | -2% | -4% | 3.0%
CC(=O)N1c2ccccc2-c2nc3ccccc3n2C1C (centres undefined) | -3% | 5% | 6% | 14% | 1.5%
CC(=O)c1c(-c2ccc(C)cc2)nc2c3ccccc3ccn12 | -9% | -1% | -2% | 42% | 4.5%
COc1ccc(N(CC(=O)NCC2CCCO2)S(=O)(=O)c2ccc(C)cc2)cc1OC (centres undefined) | -7% | 13% | -19% | -5% | i
SMILES | H1N1 NS1A inhibition | Salmonella PhoP GFP | M. tuberculosis HTS | M. tuberculosis | inhibitors of VEEV
CC(C1CC2CCC1C2)n1c(COc2ccccc2F)nnc1SCC(N)=O (centres undefined) | 6% | 1% | 0% | 29% | 0.6%
COC(=O)c1cc(S(=O)(=O)N2CCCC2=O)c(Cl)cc1Cl | 1% | 2% | 4% | 24% | 2.8%
Cn1cnc2c(N3CCCCC3)nccc21 | 2% | 9% | -5% | -23% | 0.3%
CCC(C(=O)NCc1ccc(OC)cc1)n1nc(C)n2c(cc3occc32)c1=O (centres undefined) | -5% | 1% | -11% | 38% | 5.7%
Cc1nn(CC(=O)NCCCN2CC(C)CC(C)C2)c(=O)c2cccn12 (centres undefined) | -11% | 0% | 5% | 6% | i
C/C(NC(=O)c1cccc(F)c1)=C1/C(=O)C[C@@H]2[C@H]1C2(C)C | 1% | -20% | 4% | -4% | 6.8%
CSc1ncc(C(=O)Nc2cccc(S(N)(=O)=O)c2)n1-c1ccccc1 | 0% | -5% | 3% | -6% | 0.9%
COCCN(CC(=O)Nc1cccc(C)c1C)C(=O)C1CCN(S(=O)(=O)c2ccccc2)CC1 | -5% | nt | nt | nt | 2.2%
COc1ccc(CCNCc2ccncc2)cc1 | 2% | -17% | 4% | 14% | 0.9%
O=S1(=O)CCOC(CO)CN1Cc1ccc(Cl)c(Cl)c1 (centres undefined) | 17% | nt | nt | nt | 0.9%
COCCCNCCOc1ccc(C)cc1[N+](=O)[O-] | 1% | -2% | -6% | 2% | 0.2%

Reprinted at random: three compounds from above.
SMILES | H1N1 NS1A inhibition | Salmonella PhoP GFP | M. tuberculosis HTS | M. tuberculosis | inhibitors of VEEV
O=C(CCc1nc2ccccc2s1)NCc1ccccc1F | 0% | 1% | 7% | 28% | i
O=c1c2c(nc3c(-c4ccc(Cl)cc4)c[nH]n13)CCCC2 | -3% | 2% | ? | ? | i
CC(=O)N(CCc1ccccc1C)Cc1cc2cc3c(cc2[nH]c1=O)OCO3 | -20% | -14% | 1% | 11% | 3.2%
